Bioassay records as filed in PubChem.
JMJD2E inh – qHTS Assay for Inhibitors of Human Jumonji Domain Containing 2E (JMJD2E) | JMJD2E catalytic domain, FDH-coupled NADH fluorescence (FDH is formaldehyde dehydrogenase) | 1.6% of 230,000 active | Potency, µM (top dose mostly 57.1 µM), inactives show top-dose activity change, negative = inhibition, most hits filed as inhibitors | AID 2147, 2009 | Lysine-specific demethylase 4E (Homo sapiens), B2RXH2; active means well fitted inhibition curve with a large enough effect, not every such curve was filed as active; inconclusive means small, poorly fitted or top-dose-only effect, or another doubt; inactive means no such curve, though single readings can be large or run the other way;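 further: 0% = wells with enzyme and -100% = buffer wells without enzyme; nearly all actives have a fitted effect of over 50% in size; many of its hits are not listed in these tables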
Target sequence (B2RXH2 1-337 limits assumed): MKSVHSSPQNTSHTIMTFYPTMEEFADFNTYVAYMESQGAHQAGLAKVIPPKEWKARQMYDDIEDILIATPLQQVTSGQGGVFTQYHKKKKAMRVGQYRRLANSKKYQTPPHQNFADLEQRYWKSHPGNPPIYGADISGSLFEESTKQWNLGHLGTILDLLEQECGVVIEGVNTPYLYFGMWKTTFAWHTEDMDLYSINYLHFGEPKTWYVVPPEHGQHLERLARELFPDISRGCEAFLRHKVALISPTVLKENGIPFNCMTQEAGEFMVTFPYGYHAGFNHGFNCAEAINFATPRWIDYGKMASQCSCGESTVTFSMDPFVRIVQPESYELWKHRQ
L3MBTL1 block – qHTS Assay for the Inhibitors of L3MBTL1 | Lethal(3)malignant brain tumor-like protein 1 (Homo sapiens), Q9Y468 | AlphaScreen L3MBTL1–H3K9me1 peptide binding | Potency, µM (highest dose often 57.1 µM), without a hit: top-dose activity, negative = inhibition, hits mostly inhibitors | 0.66% of 230,000 active | AID 485360, 2010; further: nearly all actives have a fitted effect of over 60% in size
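AlphaScreen assay: L3MBTL1 (50 nM final) was preincubated 30 min at room temperature with biotinylated H3(1-15)K9me1 peptide (75 nM final), then 30 min with library compounds; streptavidin donor and nickel chelate acceptor beads (10 ug/mL final) added, 30 min dark.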
TR SRC2 fluor cs – Total Fluorescence Counterscreen for Inhibitors of the Interaction of Thyroid Hormone Receptor and Steroid Receptor Coregulator 2. Potency, µM (top dose mostly 106 µM), for the others: top-dose fluorescence change, negative = quenching. AID 1479, 2009. 0.29% of 280,000 active. TRb/SRC2 Texas Red total fluorescence interference; active means well fitted curve in either direction with a large enough effect; inconclusive means small, poorly fitted or top-dose-only effect
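Human TRb ligand-binding domain at 0.6 uM with 20 nM Texas Red SRC2 peptide in Tris buffer containing 1 uM T3 and 5% DMSO, incubated with compound 5 h at ambient temperature. Total fluorescence (555/632 nm) calculated as parallel + 2 × perpendicular.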
Tau fibril ThT – qHTS for Inhibitors of Tau Fibril Formation, Thioflavin T Binding; Potency, µM (series often up to 57.4 µM), inactives show at the top dose activity, negative = inhibition, most hits filed as inhibitors; recombinant tau K18 P301L, heparin-induced fibrillization, ThT fluorescence; AID 1460, 2008; 2.1% of 270,000 active; further: nearly all actives have a fitted effect of over 55% in size
Target sequence (P10636 561-689 P618L limits assumed): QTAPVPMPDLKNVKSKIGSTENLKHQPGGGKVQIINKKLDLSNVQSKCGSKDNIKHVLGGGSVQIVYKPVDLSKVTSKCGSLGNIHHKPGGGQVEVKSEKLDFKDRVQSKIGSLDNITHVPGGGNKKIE
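ThT emission at 510 nm, taken 1 hr after adding 30 uM dye, quantifies aggregates formed when 20 uM heparin acts on human tau K18 P301L for 6 hr at 37 C.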
TRb SRC2 PPI – qHTS for Inhibitors of the Interaction of Thyroid Hormone Receptor and Steroid Receptor Coregulator 2; Thyroid hormone receptor beta (Homo sapiens), P10828; TRbeta-SRC2 peptide binding, fluorescence polarization; receptor liganded with 1 µM T3; AID 1469, 2008; Potency, µM (titrated, usually from 106 µM), inactives show top-dose activity change, negative = inhibition, actives largely listed as inhibitors; 0.065% of 280,000 active;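 further: plate controls were bound peptide for no effect and peptide without receptor for full effect; nearly all actives have a fitted effect of over 50% in size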
Target sequence (P10828 whole entry, looked up): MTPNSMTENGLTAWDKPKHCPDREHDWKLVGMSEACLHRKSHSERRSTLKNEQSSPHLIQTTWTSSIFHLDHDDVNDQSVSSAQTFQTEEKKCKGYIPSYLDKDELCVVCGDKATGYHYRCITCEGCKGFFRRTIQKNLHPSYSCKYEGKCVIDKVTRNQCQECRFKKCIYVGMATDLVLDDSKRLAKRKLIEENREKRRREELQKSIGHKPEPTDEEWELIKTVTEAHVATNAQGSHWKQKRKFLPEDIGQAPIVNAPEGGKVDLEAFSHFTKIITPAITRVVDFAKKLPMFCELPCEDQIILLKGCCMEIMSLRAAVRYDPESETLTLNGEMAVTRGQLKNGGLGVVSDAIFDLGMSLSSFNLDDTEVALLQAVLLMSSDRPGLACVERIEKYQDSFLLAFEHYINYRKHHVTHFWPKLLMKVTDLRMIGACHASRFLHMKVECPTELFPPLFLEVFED
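Quantitative HTS by FP: 0.6 uM TRb LBD, 20 nM labeled SRC2 20-mer, 1 uM T3, 5% DMSO; 5 hr ambient incubation; % activity per concentration and potencies from concentration series.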
Tau FP inhib – qHTS for Inhibitors of Tau Fibril Formation, Fluorescence Polarization; 0.39% of 280,000 active; Potency, µM (doses to about 57.7 µM), inactives show at the top dose activity, negative = inhibition, most hits filed as inhibitors; K18 P301L tau heparin fibrillization, Alexa594 FP, 6 h; Microtubule-associated protein tau (Homo sapiens), P10636; further: nearly all actives have a fitted effect of over 55% in size
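Read-out: fluorescence polarization of Alexa 594-labeled tau (0.24 uM), 555 nm excitation, 632 nm emission. Mixtures held 15 uM unlabeled K18 P301L, compound and 20 uM heparin, pH 7 acetate buffer, incubated 6 hr at 37 C.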
RECQ1 helicase – qHTS Assay for Inhibitors of RecQ-Like Dna Helicase 1 (RECQ1); 0.54% of 240,000 active; RECQ1 DNA unwinding, red fluorescence kinetic read; Potency, µM (series often up to 57.3 µM), for inactives: at the highest dose activity, negative = inhibition, usual class: inhibitors;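 further: plate controls were vehicle for no effect and no enzyme for full effect; nearly all actives have a fitted effect of over 30% in size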
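50 nM RECQ1T1 preincubated 15 min with compound in Tris pH 8.0 buffer with MgCl2, DTT, Tween-20 and 2.5 ug/ml poly(dI-dC); started with 200 nM TAMRA/BHQ-2 forked duplex and 2 mM ATP. Unwinding read as fluorescence (525/598 nm), two reads 2 h apart.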
RGS12 GoLoco inh – qHTS Assay for Inhibitors of RGS12 GoLoco Motif Activity (Red Fluorophore); Gai1:RGS12 GoLoco peptide FP, rhodamine, 10 min; 0.44% of 230,000 active; Guanine nucleotide-binding protein G(i) subunit alpha-1 (Homo sapiens), P63096; Potency, µM (doses to about 61.6 µM), for inactives: at the top dose activity, negative = inhibition, hits mostly inhibitors; active means well fitted inhibition curve with a large enough effect, not every such curve was filed as active; inactive means no such curve, though single readings can be large or run the other way; further: nearly all actives have a fitted effect of over 30% in size; many of its hits are not listed in these tables
* = called active by the depositor; i = inactive; ? = inconclusive; / = not tested or not shown; [ ] = remark or other dose. Unless noted, the call rests on the fitted dose curve; in most records, active means well fitted curve in the direction sought with a large enough effect; inconclusive means small, poorly fitted or top-dose-only effect, or another doubt; inactive means no such curve, though single readings can be large; an effect the other way counts as inactive or inconclusive. Unless noted, on the % scale 0 is the no-effect control and ±100 the full control effect; potency means the concentration at half of the fitted maximal effect. This is a subset (hit frequency here may not be typical).

SMILES	JMJD2E inh	L3MBTL1 block	TR SRC2 fluor cs	Tau fibril ThT	TRb SRC2 PPI	Tau FP inhib	RECQ1 helicase	RGS12 GoLoco inh
CCC(C)C(NC(=O)C1CCC(C)CC1)C(=O)NCCCN1CCCCC1CC (stereo unspecified)	-1.6%	/	-1.7%	1.2%	-7.1%	-8.7%	-1.3%	2.7%
CCN(CC)CCCNC(=O)Cc1c(C(=O)O)n(C)c2ccccc12	?	3.0%	-3.0%	6.8%	-3.2%	4.6%	-2.8%	4.4%
CSc1ccccc1C(=O)N(C)Cc1ccccc1	11.6%	5.1%	0.7%	4.5%	6.1%	0.2%	i	12.3%
CCN(CC)C(=S)NC(=O)c1ccc(F)cc1	-10.1%	1.3%	-0.5%	2.9%	-8.8%	5.9%	i	2.4%
CCCn1nnc(NC(=O)C(C)C)n1	3.0%	6.4%	-1.7%	-8.1%	3.1%	-5.0%	?	4.3%
Cc1ccc(C)c(NC(=O)C(Sc2nc3ccccc3c(=O)n2CC(C)C)c2ccccc2)c1 (stereo unspecified)	7.3%	9.1%	1.4%	1.6%	1.9%	-0.7%	-7.3%	3.1%
COc1cccc(C(=O)Nc2cccc(-c3cn4c(C)csc4n3)c2)c1OC	/	/	-0.4%	?	-5.0%	6.5%	/	/
COC(=O)c1ccc(/C=N/NC(=O)C(=O)NCC2CCCO2)cc1 (stereo unspecified)	-3.4%	11.3%	-4.2%	-4.3%	-1.0%	2.2%	i	117.9%[activator]
Cc1noc(/C=C/c2ccccc2F)c1S(=O)(=O)N1CCC(C(=O)NCc2ccco2)CC1	/	/	?	14.2%	-3.0%	14.1%	/	/
COc1cc(NC(=O)c2cc(C)on2)cc(OC)c1OC	4.6%	/	-1.2%	-11.1%	-4.9%	-1.8%	-4.8%	5.6%
COc1cccc(-n2nnnc2SCC(=O)NC2CCCC2)c1	2.8%	/	1.5%	-9.3%	-7.0%	5.2%	0.5%	13.1%
CCCOc1nc(C)cc(COC)c1C(N)=O	0.5%	/	-1.5%	-1.1%	2.2%	-2.8%	i	-2.6%
O=c1[nH]c(CN2CCc3ccccc32)nc2scc(-c3cccs3)c12	?	-43.5%	-3.8%	?	-10.8%	-8.8%	-7.9%	19.3%
Cc1cc(N2CCCCC2)nc(N2CCCCC2)n1	-6.8%	8.2%	-1.5%	1.4%	-2.1%	-6.3%	i	0.5%
C(#Cc1ccccc1)C[N+]1(CC#Cc2ccccc2)CCCCC1	-5.8%	-17.5%	-1.8%	-13.3%	0.5%	10.6%	-17.2%	21.6%
O=C(c1ccccc1)N(Cc1nc2ccccc2c(=O)[nH]1)C1CCCCC1	-17.1%	-2.5%	0.3%	-10.0%	-7.8%	3.0%	i	1.0%
CC(C)(C)c1ccc(S(=O)(=O)NCc2ccc(C(=O)N3CCOCC3)cc2)cc1	1.2%	/	2.8%	-8.0%	-1.2%	-1.9%	i	-17.5%
COc1cc(OC)cc(C(=O)NC(=S)NNC(=O)[C@H]2C[C@@H]2c2ccccc2)c1	?	0.5%	-1.4%	?	-0.5%	0.3%	i	11.8%
NS(=O)(=O)c1ccc(N=Nc2c(-c3ccccc3)[nH]n(-c3nc(-c4ccccc4)cs3)c2=O)cc1	-17.1%	-15.9%	-0.4%	1.78µM*	-9.1%	?	-10.2%	4.4%
C=COC(=O)CSc1snc(SCC(=O)OC)c1C#N	8.5%	7.7%[11.4 µM]	-6.9%	?	0.4%	?	-3.4%	10.1%
CCCCC#CC1C=CC(Oc2ccc(C(=O)OC)cc2)C(COC(=O)OCC)O1 (stereo unspecified)	/	/	-1.5%[11.2 µM]	-8.1%[11.5 µM]	3.0%[11.2 µM]	-2.1%[11.6 µM]	8.0%[11.5 µM]	/
Cc1ccc(N/N=C2\CC(=O)c3ccccc32)cc1Cl	22.4µM*	?	0.6%	7.08µM*	2.6%	?	i	9.7%
CC(=O)c1ccc(COC(=O)c2ccccc2NC(=O)C(C)C)cc1	?	17.4%	-0.1%	-14.3%	1.9%	1.3%	i	-12.4%
COc1ccc(NC(=O)CC2SC(=O)NC2=O)cc1 (stereo unspecified)	-24.4%	/	-6.9%	?	-4.3%	?	-9.4%	1.7%
C#CC(N)CCC(=O)O (stereo unspecified)	4.2%	/	-3.4%	-14.5%	-3.3%	?	-2.0%	-10.6%
Cc1cccc(C)c1NC(=O)Cn1c(CN2CCCCC2)nc2ccccc2c1=O	1.5%	5.2%	-0.2%	0.7%	-3.1%	4.7%	-4.6%	6.4%
COc1ccc2c(CNCc3ccco3)c(C(=O)O)n(Cc3ccc(F)cc3Cl)c2c1	/	/	-0.5%	-9.4%	-4.9%	-5.5%	/	/
CC1=C(C(=O)Nc2ccccc2)C(c2cccc(O)c2)n2nc(-c3ccccc3Cl)nc2N1 (stereo unspecified)	/	/	-13.5%	-1.3%	-3.5%	?	/	/
CCOc1ccc(N(CC(=O)NC2CCCC2)S(=O)(=O)c2c(C)[nH]c(=O)[nH]c2=O)cc1	-1.7%	1.5%	-1.4%	2.2%	-10.4%	-8.4%	-2.9%	6.9%
Cc1ccc(Cl)cc1NC(=O)CCCN1C(=O)CCn2nc(-c3cn(C)c4ccccc34)cc21	/	/	-3.8%	-10.5%	0.0%	?	/	/
CC1(C)NC(=O)N(CCOc2ccc3c(c2)CCC3)C1=O	-2.5%	-2.3%	-1.6%	-3.3%	-14.9%	4.3%	-15.1%	-10.7%
O=c1c2c3c(sc2nc2n1CCCC2)CCC3	-5.5%	-1.9%	2.1%	-3.1%	-2.6%	0.6%	i	6.2%
CCc1ccccc1NC(=O)CSc1nnc(-c2ccncc2)o1	0.8%	7.4%	0.4%	1.6%	-5.9%	3.0%	-4.9%	6.0%
Cc1ccc(C(=O)OCC(=O)Nc2nc(-c3ccccc3)cs2)cc1NC(=O)c1ccco1	3.0%	-7.8%	-0.2%	3.9%	6.5%	?	i	41.9%[activator]
COc1ccc(OC)c(NC(=O)C2CCN(Cc3cnn(-c4ccccc4)c3-n3cccc3)CC2)c1	0.9%	/	-2.6%	-21.2%	-15.6%	5.5%	-12.1%	1.2%
CC(=O)OC1CCC2(C)C(CCC3(C)C2C(=O)C=C2C4CC(C)(C(=O)OCCN5CCCCC5)CCC4(C)CCC23C)C1(C)C (stereo unspecified)	0.8%	/	1.1%	-9.1%	-8.3%	2.2%	-2.2%	6.7%
CCOC(Cn1ccc(=O)[nH]c1=O)OCC	4.2%	/	-1.5%	/	0.9%	0.9%	-9.4%	1.4%
COc1ccc(C(=O)Nc2cccc(-c3cnc4ccccc4n3)c2)cc1	0.9%	3.1%	-6.4%	-11.1%	-1.6%	?	i	-2.1%
O=C(NC(=S)NNC(=O)c1ccccc1O)c1ccco1	7.08µM*	-16.6%	-1.8%	?	-4.0%	4.6%	0.5%	2.9%
CCCN1CN=C(Nc2nc3ccccc3o2)NC1	2.7%	-2.3%	-6.8%	-14.2%	-6.0%	-3.5%	-3.3%	4.1%

Five compounds drawn at random from those above, as already listed:
SMILES	JMJD2E inh	L3MBTL1 block	TR SRC2 fluor cs	Tau fibril ThT	TRb SRC2 PPI	Tau FP inhib	RECQ1 helicase	RGS12 GoLoco inh
COc1ccc(OC)c(NC(=O)C2CCN(Cc3cnn(-c4ccccc4)c3-n3cccc3)CC2)c1	0.9%	/	-2.6%	-21.2%	-15.6%	5.5%	-12.1%	1.2%
CCCN1CN=C(Nc2nc3ccccc3o2)NC1	2.7%	-2.3%	-6.8%	-14.2%	-6.0%	-3.5%	-3.3%	4.1%
CCCCC#CC1C=CC(Oc2ccc(C(=O)OC)cc2)C(COC(=O)OCC)O1 (stereo unspecified)	/	/	-1.5%[11.2 µM]	-8.1%[11.5 µM]	3.0%[11.2 µM]	-2.1%[11.6 µM]	8.0%[11.5 µM]	/
CC1(C)NC(=O)N(CCOc2ccc3c(c2)CCC3)C1=O	-2.5%	-2.3%	-1.6%	-3.3%	-14.9%	4.3%	-15.1%	-10.7%
Cc1cccc(C)c1NC(=O)Cn1c(CN2CCCCC2)nc2ccccc2c1=O	1.5%	5.2%	-0.2%	0.7%	-3.1%	4.7%	-4.6%	6.4%

The list goes on.
SMILES	JMJD2E inh	L3MBTL1 block	TR SRC2 fluor cs	Tau fibril ThT	TRb SRC2 PPI	Tau FP inhib	RECQ1 helicase	RGS12 GoLoco inh
CC(C)NC(=O)c1cc(=O)n(C)c(=O)n1C	9.2%	-3.5%	0.0%	?	1.9%	-15.5%	2.8%	-11.6%
CC(C)NC(=O)c1ccc(Cn2c(=O)c3cccn3c3cccnc32)cc1	/	/	-0.8%	1.5%	6.5%	0.5%	/	/
COc1ccc(N(CC(=O)Nc2cccc(C(F)(F)F)c2)S(C)(=O)=O)cc1	-2.2%	-4.9%	-3.2%	-2.5%	1.2%	-2.2%	-3.5%	-4.1%
CCOC(=O)C1CCCNC1=O (stereo unspecified)	-5.0%	11.3%	-2.3%	-10.3%	1.3%	-5.8%	i	2.8%
O=C(/C=C/c1cccs1)c1ccc(NC(=O)c2ccccc2F)cc1	1.2%	-16.6%	0.1%	2.8%	-1.8%	0.4%	1.8%	-2.4%
COc1cccc2c(=O)n(CC(=O)N3CCCCCC3)ccc12	?	/	0.4%	-2.5%	-6.9%	6.0%	-4.5%	-3.0%
O=C1CN(C(=O)CSc2nc(-c3ccc(Cl)cc3)cs2)c2ccccc2N1	-1.1%	-9.3%	-1.8%	-8.4%	0.6%	-8.0%	-5.0%	4.3%
CCOC(=O)C1(CCc2ccccc2)CCN(C(=O)CCc2cnccn2)CC1	-21.4%	-1.5%	-3.4%	-0.9%	-6.4%	3.1%	i	27.4%
CCNC(=O)c1cc(Br)ccc1Cl	-5.7%	/	2.6%	-3.3%	2.4%	0.1%	-4.9%	-5.9%
